# AGP1 TOR yeast = alters AGP1-GFP fluorescence in TOR pathway yeast screen; hit rate 0.02% among 320,000; AID 2066; GFP response vs DMSO, % at 10 µM; S. cerevisiae AGP1-GFP multiplex flow cytometry, 3 h; GFP as percent of DMSO wells;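 active = GFP response relative to DMSO above a set limit, near screen average plus 3 SD, cut at about 150% in these data; inconclusive = fewer than 70 cells counted for the yeast strain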;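 also: median GFP channel fluorescence of the gated AGP1 strain per well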
# LAP4 TOR yeast = yeast TOR pathway LAP4-GFP modulation; GFP response vs DMSO, % at 10 µM; S. cerevisiae LAP4-GFP multiplex, flow cytometry GFP, 3 h; median GFP as percent of DMSO wells; hit rate 0.34% among 320,000; AID 2023;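 active = GFP response vs DMSO above a set limit, about the screen mean plus 3 SD, cut at about 150% in these data; inconclusive = under 70 cell events counted for the yeast strain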
# RPL19A-GFP yeast = yeast TOR pathway RPL19A-GFP modulation; S. cerevisiae RPL19A-GFP strain, flow cytometry, 3 h; stronger effect = lower value; percent response vs DMSO, % at 10 µM; hit rate 0.3% among 330,000; AID 2025;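 active = percent response vs DMSO below 50%; inconclusive = fewer than 70 events counted for the yeast strain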;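 also: median channel GFP fluorescence of the barcoded RPL19A-GFP strain; ratio of sample median GFP to plate DMSO average so 100% = DMSO; lower means less RPL19A-GFP as with rapamycin TOR inhibition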
# MEP2 TOR yeast = yeast TOR pathway MEP2-GFP modulation; hit rate 0.51% among 330,000; AID 2016; GFP response vs DMSO, % at 10 µM; S. cerevisiae MEP2-GFP strain, flow cytometry GFP, 3 h; 100% = DMSO control level;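 active = GFP response versus DMSO above a set limit, roughly screen mean plus 3 SD, cut at about 180% in these data; inconclusive = fewer than 70 cells counted for a yeast strain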;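 also: median GFP fluorescence of the barcode-gated MEP2-GFP cells per well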
# JMJD2C inh = human JMJD2C demethylase inhibition; GST-JMJD2C(1-420) H3K9me3 demethylation, DELFIA europium; AID 2099; inhibition, % at 2.35 µM; hit rate 0.069% among 330,000; Q9H3R0;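 active = more than half of a compound's replicate wells show inhibition beyond 50%, single wells judged on their own value; inconclusive = some, but no more than half, of replicates pass 50% inhibition; inactive = no replicate passes 50% inhibition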;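 also: signal counts dimethyl H3K9 product captured on neutravidin plate; 0% = median of DMSO wells and 100% = 0.3 times that DMSO median; strong numbers were not always called active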
# Target sequence (Q9H3R0 1-420 limits assumed): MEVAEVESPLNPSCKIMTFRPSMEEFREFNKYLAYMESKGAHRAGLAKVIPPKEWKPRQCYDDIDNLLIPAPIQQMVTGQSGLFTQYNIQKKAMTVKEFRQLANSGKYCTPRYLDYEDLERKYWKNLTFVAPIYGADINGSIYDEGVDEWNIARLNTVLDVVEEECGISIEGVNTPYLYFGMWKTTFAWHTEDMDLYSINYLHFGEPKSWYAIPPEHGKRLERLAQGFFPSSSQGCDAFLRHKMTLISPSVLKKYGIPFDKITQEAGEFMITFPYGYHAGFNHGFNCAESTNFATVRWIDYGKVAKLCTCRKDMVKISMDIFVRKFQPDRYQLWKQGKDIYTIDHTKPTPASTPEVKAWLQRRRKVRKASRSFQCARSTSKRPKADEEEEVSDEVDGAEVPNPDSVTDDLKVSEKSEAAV
# GRK2 aptamer HTS = human GRK2 inhibition via aptamer displacement | inhibition of aptamer binding, % at 10 µM | hit rate 0.59% among 330,000 | AID 488847 | bead flow cytometry, FAM-aptamer displacement from GRK2 | P25098;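 active = inhibition of aptamer binding above 40%, roughly 3 SD of noise, on plates passing a quality check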;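 also: median bead fluorescence of bound FAM aptamer so fluorescent compounds give negative values; no value below 0 was filed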
# Target sequence (P25098 whole entry, looked up): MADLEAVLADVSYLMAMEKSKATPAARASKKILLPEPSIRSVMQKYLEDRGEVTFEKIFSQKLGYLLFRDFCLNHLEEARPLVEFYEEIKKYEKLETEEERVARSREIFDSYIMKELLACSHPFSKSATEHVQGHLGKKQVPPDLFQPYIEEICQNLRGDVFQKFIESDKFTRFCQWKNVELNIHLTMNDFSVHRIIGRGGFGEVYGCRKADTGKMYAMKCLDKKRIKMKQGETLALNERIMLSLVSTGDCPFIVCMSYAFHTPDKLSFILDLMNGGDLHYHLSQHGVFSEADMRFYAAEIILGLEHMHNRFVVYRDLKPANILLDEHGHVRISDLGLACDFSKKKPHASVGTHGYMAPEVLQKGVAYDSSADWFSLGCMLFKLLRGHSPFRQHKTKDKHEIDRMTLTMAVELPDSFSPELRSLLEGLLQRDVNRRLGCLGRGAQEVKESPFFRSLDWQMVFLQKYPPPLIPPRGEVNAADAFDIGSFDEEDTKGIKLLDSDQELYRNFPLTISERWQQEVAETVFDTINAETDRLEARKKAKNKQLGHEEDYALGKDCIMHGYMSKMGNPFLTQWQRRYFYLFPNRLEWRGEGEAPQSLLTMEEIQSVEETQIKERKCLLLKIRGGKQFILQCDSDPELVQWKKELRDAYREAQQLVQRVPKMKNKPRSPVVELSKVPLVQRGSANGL
# CIT2 TOR yeast = modulators of TOR pathway CIT2-GFP in S. cerevisiae; S. cerevisiae CIT2-GFP strain, flow cytometry, 3 h; 100 means same as DMSO wells; hit rate 0.065% among 320,000; AID 2029; GFP response vs DMSO, % at 10 µM;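 active = GFP response relative to DMSO above a set limit, near the screen mean plus 3 SD, cut at about 150% in these data; inconclusive = Fewer than 70 cells measured for a yeast strain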;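 also: ratio of well median GFP fluorescence to mean of DMSO wells on the plate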
# VLA-4 inh = inhibition in a human VLA-4 binding assay. hit rate 0.2% among 330,000. VLA-4 expressing cells, ligand binding flow cytometry. inhibition, % (about 7 µM as worked out from the volumes in the protocol). AID 2557. P13612; in the data active = inhibition above about 50%
# Active calls of the source: *; ? = inconclusive; nt = no result given; & = joins results of further samples; [ ] = remark or other dose.
AGP1 TOR yeast	LAP4 TOR yeast	RPL19A-GFP yeast	MEP2 TOR yeast	JMJD2C inh	GRK2 aptamer HTS	CIT2 TOR yeast	VLA-4 inh	structure
100.8	95.6	98.1	100.7	-1.6	0.0	103.0	1.0	CCOC(=O)c1c(C)[nH]c(C)c1C(=O)CN1C(=O)NC2(CCC(C)CC2)C1=O (centres undefined)
105.0	96.7	106.7	111.6	-7.4	1.0	101.7	10.9	CCc1nnc(NC(=O)CCC(=O)NCc2ccccc2Cl)s1
?	81.1[may fluoresce violet]	nt	298.7*[may fluoresce violet]	-9.2	1.0	?	-2.6	CN(C)N1C(N)=C(C#N)C(c2cccnc2)C2=C1CC(C)(C)CC2=O (centres undefined)
87.4	88.6	87.5	89.5	3.4	0.0	91.6	-4.3	CCOc1ccc(C(Nc2ccc(C)cc2)P2(=O)OCCCO2)cc1 (centres undefined)
99.2	101.6	97.4	94.0	3.0	0.0	93.3	-8.4	Cc1sc(NC(=O)CS(=O)(=O)c2ccccc2)c(C#N)c1C
104.3	109.1	92.5	113.8	15.4	2.0	101.2	11.8	CCN(C(=O)CSc1cc(C)c2ccccc2n1)C1CCS(=O)(=O)C1 (centres undefined)
97.4	98.2	103.4	111.3	5.2	1.0	99.2	7.0	O=C(Nc1ccccc1C(=O)Nc1ccccn1)c1ccccc1F
105.2	100.3	102.2	101.6	-6.5	1.0	99.8	10.4	COc1ccc(C(=O)NNC2=CC(=O)CC(C)(C)C2)cc1OC
101.7	103.0	104.8	110.0	15.4	1.0	116.7	0.7	O=C(Nc1nnc(-c2ccccn2)o1)c1cccc(Cl)c1
101.1	95.4	92.9	93.3	0.1	0.0	97.2	-2.9	Cc1ccc2oc(-c3ccc(NC(=O)CC(C)C)cc3)nc2c1
89.0	126.9	100.7	90.5	16.9	0.0	113.1	30.7	C=C(C)C(=O)N1CC2(CC(c3cccc(NC(=O)CC)c3)=NO2)C[C@H]1C(N)=O (some centres undefined)
89.6	86.5	89.4	98.8	5.7	0.0	92.5	1.7	OCC1(Cc2ccccc2)CCN(Cc2ccccn2)CC1
91.5	94.8	100.1	100.2	-4.1	3.0	92.2	4.8	Cc1c(C(=O)NCCC2=CCCCC2)cccc1[N+](=O)[O-]
110.8	98.7	106.5	105.4	-3.7	0.0	113.6	1.2	Cc1c(CN(C)C(=O)c2nn(C)cc2[N+](=O)[O-])cnn1C
105.2	98.5	105.3	107.0	6.3	2.0	110.5	19.4	CC(C)CN(C(=O)COC(=O)c1ccccc1SCC(=O)NC1CCCCCC1)C1CCS(=O)(=O)C1 (centres undefined)
96.3	94.7	95.1	97.1	-7.8	0.0	98.0	0.8	O=C(O)/C=C/c1ccc(S(=O)(=O)N2CCN(CCN3C(=O)C4C5C=CC(C5)C4C3=O)CC2)cc1 (centres undefined)
94.0	100.5	92.8	100.7	nt	0.0	101.7	-2.4	OC(COC1CCCCC1)CN1CCN(c2ccccc2)CC1 (centres undefined)
102.4	100.4	103.4	106.4	4.9	0.0	104.5	4.7	CCc1ccc(S(=O)(=O)N/N=C(/C)c2ccncc2)cc1
84.2	117.7	102.7	90.5	-0.7	0.0	94.8	29.8	O=C(Nc1ccc(Cl)c(Cl)c1)c1ccccc1
91.6	100.1	91.1	96.4	2.5	0.0	104.8	-5.3	O=C(NCCN1CCOCC1)c1cc(-c2ccc(F)cc2)on1
94.0	99.2	98.1	99.0	12.7	0.0	89.0	2.4	Cc1ccc(C)c(N2CCN(c3ccc(N4C(=O)COCC4=O)cc3[N+](=O)[O-])CC2)c1
98.8	98.5	100.8	102.5	-3.1	0.0	92.9	8.4	COc1cc2ccccc2cc1C(=O)Nc1ccc(N2CCN(C)CC2)cc1
106.1	107.3	100.4	108.8	-0.7	0.0	95.7	12.9	CC1CCN(C(=O)C2CCN(C(=O)c3cc4sccc4n3Cc3ccc(F)cc3)CC2)CC1
99.3	96.4	105.7	101.8	1.5	1.0	104.4	0.0	O=c1cc(N2CCCCCC2)[nH]c(=O)n1-c1ccccc1Cl
103.8	102.0	108.3	108.2	1.3	0.0	95.6	-5.5	O=C(CNC(=O)c1ccc(OC(F)F)cc1)NC1CCCc2ccccc21 (centres undefined)
97.0	101.0	94.7	97.9	-5.6	3.0	91.4	9.5	Cc1cc(SCC(=O)N/N=C/c2ccco2)nc2ccccc12
106.6	107.9	101.0	98.7	-2.6	2.0	91.0	-1.3	Cc1ccc(C2(C)NC(=O)N(CC(=O)Nc3ccccc3C(=O)N3CCCCC3)C2=O)cc1 (centres undefined)
99.5	82.7	101.3	98.8	-2.3	0.0	118.5	0.4	Cc1ccccc1NC(=O)CSc1nc(N2CCCCC2)nc(N2CCCCC2)n1
80.2	107.1	104.2	118.6	-12.2	0.0	96.0	-75.8	Cc1cc2nc(CS)[nH]c2cc1C
118.5	104.6	106.0	105.0	29.7	0.0	111.0	9.1	Cc1ccc(S(=O)(=O)N2CCOC23CCN(C(=O)C(=O)NCc2ccccc2)CC3)cc1
93.2	106.3	96.9	94.2	-1.7	2.0	99.3	14.7	CCOC(=O)N1CCN(S(=O)(=O)c2ccc(C)cc2)C1c1ccc(OC)cc1 (centres undefined)
86.7	117.8	90.9	98.5	-4.3	0.0	97.0	-19.1	CCOc1ccc(OCc2ccc(C(=O)N3CCc4ccccc4C3)o2)cc1
95.2	99.5	nt	98.6	7.6	0.0	94.3	5.9	O=C(NCc1cccc(Cl)c1)c1cccnc1
108.9	104.4	98.4	101.6	8.7	0.0	108.1	-4.3	Cc1ccc(S(=O)(=O)NC(C)(C)C)cc1C(=O)OC(C)C(=O)NC1CC1 (centres undefined)
93.4	92.1	92.9	92.2	6.2	0.0	90.1	6.5	NS(=O)(=O)c1ccc(CCNC(=O)C2CC(=O)N(Cc3ccccc3Cl)C2)cc1 (centres undefined)
98.0	92.5	103.4	107.2	0.4	0.0	103.5	13.5	COc1cc(N2C(=O)CSC2=S)cc(OC)c1OC
99.9	96.2	103.3	101.7	3.8	2.0	95.6	-1.3	Cc1cc(/C=C(\C#N)C(=O)OCC(=O)NC(=O)NC(C)(C)C)c(C)n1CCC(C)C
?	77.1[may fluoresce violet]	42.0*[may fluoresce violet]	191.1*[may fluoresce violet]	4.9	0.0	?	0.2	CN(C)c1cc[n+](CC(=O)Nc2ccc(Cl)c([N+](=O)[O-])c2)cc1
99.5	101.3	100.3	103.4	-4.7	1.0	103.7	-10.3	O=[N+]([O-])c1ccc(CSc2nnc(SCc3ccc(Cl)cc3)s2)cc1
97.5	99.6	107.6	103.0	0.7	0.0	107.0	0.0	O=C(Nc1ccccn1)c1nc(-c2ccccc2)n(-c2ccccc2)n1
105.7	102.8	101.7	104.7	-3.6	0.0	97.0	3.6	CC(C)(C)NC(=O)CSc1nnc(-c2ccccn2)n1-c1ccccc1
97.8	110.7	97.3	102.0	-12.4	0.0	90.0	4.4	Cc1ccc(C)c2c1[nH]c1ccccc12
103.7	91.6	105.2	95.5	nt	0.0	105.1	-11.8	O=C(NCC1COc2ccccc2O1)C1CCC(CNc2c(N3CCCCC3)c(=O)c2=O)CC1 (centres undefined)
102.2	100.3	104.0	96.4	-2.1	0.0	100.2	10.9	Cc1cc(NC(=O)c2nn(C)c(C)c2Br)no1
100.9	96.7	97.3	101.2	1.7	1.0	95.4	5.3	Cc1cc(C(=O)OCC(=O)N(C)c2ccccc2)c(C)o1
97.6	92.6	98.4	103.0	-3.0	0.0	95.8	-3.9	CCC(C)(C)n1nnnc1C(c1ccc(F)cc1)N1CCN(C(=O)c2ccco2)CC1 (centres undefined)
103.1	104.6	96.2	101.0	1.5	3.0	100.0	15.4	N#Cc1ccccc1OCC(=O)OCC(=O)Nc1ccc2c(c1)OCO2
98.0	112.6	99.9	105.5	0.2	0.0	99.3	11.4	O=C1C(=C2CCCCC2)SC(=S)N1Cc1ccco1

# Single records (already shown). Order of screens: AGP1 TOR yeast	LAP4 TOR yeast	RPL19A-GFP yeast	MEP2 TOR yeast	JMJD2C inh	GRK2 aptamer HTS	CIT2 TOR yeast	VLA-4 inh
# Cc1ccc(C)c2c1[nH]c1ccccc12 across the screens: 97.8	110.7	97.3	102.0	-12.4	0.0	90.0	4.4
# Cc1cc(NC(=O)c2nn(C)c(C)c2Br)no1 across the screens: 102.2	100.3	104.0	96.4	-2.1	0.0	100.2	10.9

# More compounds
AGP1 TOR yeast	LAP4 TOR yeast	RPL19A-GFP yeast	MEP2 TOR yeast	JMJD2C inh	GRK2 aptamer HTS	CIT2 TOR yeast	VLA-4 inh	structure
nt	100.8	102.2	103.0	3.0	2.0	109.1	11.0	O=C1c2ccccc2NC2(CCCCC2)N1c1ccc(O)cc1
98.8	89.2	96.3	91.8	3.1	1.0	95.6	-3.2	O=C(NCCCO)C(=O)NCC(c1ccc2c(c1)OCO2)N1CCN(c2ccc(F)cc2)CC1 (centres undefined)
101.5	97.7	108.1	109.4	-32.2	1.0	106.0	0.5	O=[N+]([O-])c1ccc(-c2ccc(/C=N/n3cnnc3)o2)c(Br)c1
86.1	83.0	84.8	93.0	35.0	0.0	86.5	5.2	CSc1ccc(/C=N/N2CCN(Cc3ccccc3)CC2)cc1
102.3	101.0	103.7	99.6	-5.3	0.0	100.2	-6.4	CCc1cc(CNC(=O)CC2C(=O)NCCN2Cc2c(F)cccc2Cl)on1 (centres undefined)
91.2	106.4	100.4	99.8	4.7	0.0	98.4	-3.8	CCC(C)NC(=O)C1=C(C)C(=O)OC12CCC(C)CC2 (centres undefined)
99.2&104.1	98.3&97.1	101.9&103.1	103.5&103.6	-11.5&2.1	0.0&2.0	111.2&104.4	-4.2&5.0	O=C(O)CCCNC(=O)C(c1ccccc1)c1ccccc1
98.7	103.7	98.8	100.2	1.7&1.2	0.0	95.1	12.9	CNC(=O)c1ccsc1NC(=O)CN1C(=O)CCC1=O
100.2	95.2	102.5	97.0	-7.6	2.0	96.5	11.7	O=C(NCc1cccnc1)c1ccc(NS(=O)(=O)c2ccccc2)cc1
103.7	94.0	97.3	101.7	-0.7	34.0	102.3	25.4	COc1cc(C(CCN2CCOCC2)c2c(OC)cc(OC)c3c(C)cc(=O)oc23)cc(OC)c1OC (centres undefined)
105.0	106.0	94.8	100.6	-3.0	2.0	98.9	4.7	COc1cccc(-c2nn(-c3ccccc3)cc2/C=C(/NC(=O)c2ccccc2)C(=O)O)c1
104.9	97.7	102.6	105.8	13.4	1.0	102.7	12.4	CCc1nc(N)c(C#N)c(-c2ccc(O)c(OC)c2)c1C
104.8	108.2	103.5	106.9	-7.8	4.0	105.6	7.0	O=C(O)Cc1ccc(NS(=O)(=O)c2ccccc2Cl)cc1
nt	91.7	86.9	90.3	2.6	0.0	88.5	-2.3	Cc1ccc(C(=O)NCC(=O)OCC(=O)c2c(N)n(C)c(=O)n(C)c2=O)s1
91.5	95.4	92.6	96.5	1.4	0.0	91.8	5.3	CCOC(=O)[C@H]1[C@H]2COc3ccc(C)cc3[C@@H]2N2C(=O)CN(Cc3ccc(C)cc3)C(=O)[C@@]12C
92.2	87.7	100.3	101.9	-18.4	2.0	92.2	8.0	Fc1ccc(NC(=S)Nc2cccnc2)cc1Cl
104.6	111.0	99.2	99.6	9.5	0.0	98.2	0.4	Cc1cccc(/C=C2\Sc3ccc(C(=O)N4CCCCC4)cc3N(C)C2=O)c1
94.2	95.0	88.5	96.7	1.1	0.0	93.2	6.8	Cc1c(N2C(=O)c3cccc4cccc(c34)C2=O)c(=O)n(-c2ccccc2)n1C
103.9	113.8	106.8	109.2	1.8	7.0	110.2	-12.8	C/C(N)=C(/C#N)C(=O)COC(=O)CC1CCCC1

# Screens: PubChem, several laboratories
